Bioassay records (PubChem BioAssay)
M4 antag: antagonists of human muscarinic M4 receptor (CHRM4); P08173; CHO-hM4 cells, ACh EC80, Fluo-8 calcium fluorescence; inhibition, % at 3 µM; actives 0.73% (n = 360,000);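 active = inhibition above its plate's cutoff, the mean inhibition of sample wells plus 3 SD, cut at about 27% in these data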;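 also: 0% = acetylcholine EC80 with DMSO and 100% = DMSO without agonist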
Target sequence (P08173 whole entry, looked up): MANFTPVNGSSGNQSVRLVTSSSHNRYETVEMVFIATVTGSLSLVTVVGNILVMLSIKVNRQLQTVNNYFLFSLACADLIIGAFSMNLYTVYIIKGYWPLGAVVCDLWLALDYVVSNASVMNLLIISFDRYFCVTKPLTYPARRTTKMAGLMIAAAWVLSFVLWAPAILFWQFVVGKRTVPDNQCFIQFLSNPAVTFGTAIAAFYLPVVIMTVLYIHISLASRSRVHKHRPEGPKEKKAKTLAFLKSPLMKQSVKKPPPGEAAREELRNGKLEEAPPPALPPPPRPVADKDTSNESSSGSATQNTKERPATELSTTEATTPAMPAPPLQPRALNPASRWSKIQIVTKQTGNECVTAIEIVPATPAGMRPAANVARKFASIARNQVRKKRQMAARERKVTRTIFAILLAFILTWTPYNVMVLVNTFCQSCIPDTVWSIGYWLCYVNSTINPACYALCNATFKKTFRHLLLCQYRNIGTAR
CHRM5 antagonist: antagonists of human muscarinic M5 receptor (CHRM5); P08912; CHO-hM5 cells, Fluo-8 calcium fluorescence, ACh EC80; inhibition, % at 3 µM; actives 0.59% (n = 360,000); AID 624040;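 active = inhibition above a per-plate cutoff, the mean of that plate's test compounds plus 3 SD, cut at about 27% in these data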;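 also: 0% = acetylcholine EC80 with DMSO and 100% = DMSO without agonist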
CRFBP-R2 agonist: CRF-BP/CRF-R2 complex agonism; HEK293 CRF-R2/CRF-BP, calcium dye fluorescence (FLIPR); percent of saturating CRF peptide response; activation, % at 13.2 µM; actives 0.46% (n = 350,000);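 active = activation of at least 50%, plus an integration ratio under a set limit after plate pattern correction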;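 also: plate controls were neutral control wells without compound for no effect and CRF at EC100 for full effect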
M5 PAM: potentiates acetylcholine response at human M5 receptor; activation, % at 3 µM; actives 0.3% (n = 360,000); CHO-K1 hM5, Fluo-8 calcium, ACh EC20 PAM; 0% = ACh EC20, 100% = ACh EC100; P08912; AID 624038;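 active = activation above the run cutoff, the mean activation of all test compounds plus 3 SD, cut at about 18% in these data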
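system = human M5 receptor in CHO-K1 cells | reagent = EC20 acetylcholine as agonist stimulus | compound dosing = single-point, 3 µM nominal | incubation = Fluo-8 loading 80 min at 37 °C plus 30 min room temperature | detection = Fluo-8 calcium dye fluorescence, kinetic read | benchmarks = low control EC20 acetylcholine (0%), high control EC100 acetylcholine (100%)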
CHRM4 PAM: potentiates acetylcholine response at human M4 receptor; actives 0.4% (n = 360,000); P08173; CHO-K1 hM4/Gqi5, Fluo-8 calcium fluorescence, ACh EC20; 0% = ACh EC20, 100% = maximal ACh; activation, % at 3 µM;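 active = activation above its plate's cutoff, the mean activation of sample wells plus 3 SD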; also: some results filed as inactive read as strong as hits
M5 ag: CHRM5 agonism in calcium assay. P08912. CHO-K1 hM5 cells, Fluo-8 calcium fluorescence; 0% DMSO wells, 100% maximal acetylcholine response. activation, % at 3 µM. actives 0.19% (n = 360,000);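 active = activation above the run's mean over test compounds plus 3 SD, cut at about 23% in these data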;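 also: signal is peak over basal fluorescence ratio across the kinetic read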
CHRM4 agonist: agonists of human muscarinic M4 receptor (CHRM4); CHO-K1 hM4/Gqi5, Fluo-8 calcium fluorescence; vehicle 0%, full acetylcholine response 100%; activation, % at 3 µM; actives 0.14% (n = 360,000);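 active = activation above the run mean over all test wells plus 3 SD, cut at about 32% in these data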;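 also: peak over basal fluorescence ratio per well then scaled between controls; 0% = DMSO wells and 100% = acetylcholine at EC100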
M1 PAM: positive allosteric modulators of human M1 muscarinic receptor; P11229; CHO-K1 hM1, Fluo-8 calcium fluorescence, ACh EC20; 0% = ACh EC20, 100% = maximal ACh; actives 0.088% (n = 360,000); activation, % at 3 µM; in the data active = activation above about 19%, passing the limit was not always enough
Target sequence (P11229 whole entry, looked up): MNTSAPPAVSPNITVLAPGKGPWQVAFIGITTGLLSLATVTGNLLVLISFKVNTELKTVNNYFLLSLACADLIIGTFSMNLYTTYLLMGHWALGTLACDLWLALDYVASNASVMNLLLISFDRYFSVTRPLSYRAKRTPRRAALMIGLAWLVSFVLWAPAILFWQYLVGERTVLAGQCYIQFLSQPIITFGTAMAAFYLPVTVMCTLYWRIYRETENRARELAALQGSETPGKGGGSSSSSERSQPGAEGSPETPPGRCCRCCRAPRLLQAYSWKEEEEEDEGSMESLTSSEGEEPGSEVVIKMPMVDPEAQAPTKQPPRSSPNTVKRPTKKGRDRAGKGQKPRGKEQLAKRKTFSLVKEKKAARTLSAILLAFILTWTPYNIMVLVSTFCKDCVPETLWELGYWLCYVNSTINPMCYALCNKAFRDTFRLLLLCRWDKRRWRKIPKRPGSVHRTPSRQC
CRFBP-R2 block: blocks CRF-induced signaling of the CRF-BP/CRF-R2 complex; actives 0.59% (n = 350,000); inhibition, % at 11.8 µM; HEK293 CRF-R2/CRF-BP, CRF-induced calcium fluorescence;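 active = inhibition of the ligand-induced calcium signal above about 50% at the single tested concentration, limit read from the data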
* marks the source's active call; other numbers are inactive results.

SMILES	M4 antag	CHRM5 antagonist	CRFBP-R2 agonist	M5 PAM	CHRM4 PAM	M5 ag	CHRM4 agonist	M1 PAM	CRFBP-R2 block
CC1CCC(NC(=O)CSc2nncn2C)CC1 (stereo not given)	3	4	-0.5	7	6	1	0	-6	-8
Cc1ccc(Oc2ncccc2NC(=O)CC2(CC(=O)O)CCCC2)c2c1CCC2	5	6	-0.5	-4	-9	0	0	0	4
CO/N=C(\Cn1ncc(N2CCCC2)c(Cl)c1=O)c1ccc(Cl)cc1	-7	-11	-3.2	-2	-2	-9	3	3	24
O=C(CN1CCCCCC1)Nc1ccccc1Cl	8	-1	-3.4	7	-4	2	-1	11	6
N#C/C(=C/c1ccc(N2CCCCCC2)o1)c1cccc(F)c1	15	6	2.1	5	-6	5	4	11	9
COc1ccc(-n2cc(-c3ccc(Br)cc3)[nH]c2=S)cc1	-2	12	-0.8	-3	-1	2	2	3	2
O=C(NCC1CCCO1)c1cc(C(=O)c2ccc(Cl)cc2Cl)c[nH]1 (stereo not given)	-2	2	2.4	4	-2	-1	4	0	0
CC[C@]1(C(=O)OC)[C@H]2C(=O)N(C)C(=O)[C@H]2[C@H]2CN=C(SCc3ccc(Cl)cc3)N21	3	10	-1.3	-4	-4	0	1	4	8
Cc1cccc(NC(=O)c2c(O)c3ccccc3n(C)c2=O)c1	-13	-18	-2.9	13	2	7	1	17	11
CC(=O)Nc1cccc(/C(C)=N/NC(=O)c2cccs2)c1	-1	-3	-1.3	-4	1	-2	0	6	-2
CC(C)=NNc1nc2c(c(=O)n(C)c(=O)n2C)n1C	8	4	-2.7	5	1	2	1	3	9
O=C(NCCCN1CCCC1=O)c1ccc(NS(=O)(=O)c2ccc(F)cc2)cc1	2	2	0.5	-1	1	1	0	-1	6
C=CCON1C(=O)C(=O)N(OCC=C)[C@H]2CCCC[C@H]21	-6	-6	-0.3	-3	-2	-6	0	3	14
COc1cc2c(cc1OC)C(C)N(C(=O)c1cccs1)CC2 (stereo not given)	1	7	-4.7	1	3	-6	2	11	2
CCOC(=O)c1cn2nc(N3CCCC3)ccc2n1	5	7	-1.7	-3	9	-2	0	4	3

Only M4 antag, M1 PAM and CRFBP-R2 block (2 entries from above):
SMILES,M4 antag,M1 PAM,CRFBP-R2 block
CC1CCC(NC(=O)CSc2nncn2C)CC1 (stereo not given),3,-6,-8
Cc1ccc(Oc2ncccc2NC(=O)CC2(CC(=O)O)CCCC2)c2c1CCC2,5,0,4

(next part)
SMILES	M4 antag	CHRM5 antagonist	CRFBP-R2 agonist	M5 PAM	CHRM4 PAM	M5 ag	CHRM4 agonist	M1 PAM	CRFBP-R2 block
Cc1cc(F)ccc1S(=O)(=O)N1CCCOC1CNC(=O)C(=O)NCCc1ccco1 (stereo not given)	4	9	-0.3	-1	1	0	1	-1	-19
C[C@H](NC(=O)c1ccccc1F)C(=O)N1CCC2(CC1)NCCc1[nH]cnc12	-7	6	-0.6	-1	5	-1	2	17	4
O=C1C2=C(SCCS2)C(=O)N1CCCO	-2	-3	59*	1	9	-3	2	-4	34
COCCCNC(=O)C(=O)NCCCOC(C)C	-5	-1	-0.6	6	3	0	1	11	8
CCc1n[nH]c2c1/C(=N/O)CCC2	0	-9	-1.2	5	4	-1	0	8	17
NC(=O)C1CCN(C(=O)CNC(=O)c2ccc(F)cc2)CC1	-3	18	-1.3	4	-2	0	0	0	17
CCCOc1ccc2ccccc2c1/C=N/n1c(C)nnc1-n1nc(C)cc1C	-3	2	-1.4	-4	1	-3	1	3	13
O=C(NC1CCCCC1)c1cccnc1Sc1ccccc1	2	7	-0.1	-1	-2	1	1	9	-5
COc1cc(/C=C2/NC(=O)NC2=O)cc(Br)c1OCc1ccccc1	-15	-4	3.6	3	0	0	-1	6	-51
COc1ccc(C=O)c2[nH]c3c(Cl)ncnc3c12	-8	8	2.5	3	3	-2	0	6	10
O=C(C1=NNC2C(=O)N(c3ccccc3)C(=O)C12)c1nc(Cl)ccc1Cl (stereo not given)	3	0	1.2	-4	-6	0	0	0	0
Cn1c(=O)c2c(ncn2CC(=O)N2CCc3ccccc3C2)n(C)c1=O	5	3	3.4	-5	-6	0	0	6	26
COc1ccc(C(CC(=O)N2CCCC2)c2c(OC)cc(OC)c3ccc(=O)oc23)cc1 (stereo not given)	2	-1	-1.8	7	6	-5	3	12	-4
C(=N\c1nc2ccccc2[nH]1)/c1cccs1	0	4	-2.9	3	3	4	0	-6	0
COC(C(=O)Nc1ccnn1C1CCN(C(=O)c2ccc(C=O)cc2)CC1)c1ccccc1 (stereo not given)	8	4	-0.6	0	5	-3	0	12	-2
COc1ccc(C)cc1NC(=O)COC(=O)Cc1c[nH]c2ccccc12	-2	1	-0.7	-2	-1	-1	12	4	9
Cc1oc2ccc(O)cc2c1C(=O)OC(C)C	-14	-4	-3.0	3	5	-2	1	1	-6
COc1ccccc1C(CNC(=O)c1ccc(S(=O)(=O)N2CCCCC2)cc1)N(C)C (stereo not given)	-9	6	-0.3	2	8	-2	1	-2	1
Cc1ccc(-c2cc(C(=O)Nc3ccc(S(=O)(=O)Nc4nccs4)cc3)c3ccccc3n2)c(C)c1	-2	-5	-1.0	-2	-2	-1	0	8	15
COCCn1nnnc1CN(CCCN1CCOCC1)Cc1cc2c(C)ccc(C)c2[nH]c1=O	1	-5	-0.7	4	14	-3	1	7	14
COc1ccc(C(C[N+](=O)[O-])c2c(C)[nH]c3ccccc23)cc1OC (stereo not given)	0	0	-2.2	19*	5	-2	4	12	-7
CN(C)CCn1c(C(=O)Nc2ccccc2)cc2ccccc21	2	-1	2.5	3	12	-5	1	11	-22
CSc1cccc(NC(=O)C2CCCN(S(=O)(=O)c3cccs3)C2)c1 (stereo not given)	-1	12	0.1	-4	-15	1	10	-9	-2
Cc1ccc(-c2csc3ncnc(-n4nc(C)cc4N)c23)cc1	5	-9	-1.6	6	10	-2	-1	9	1
Cc1cc2cc(CN(CC3CCCO3)C(=S)NCc3ccco3)c(=O)[nH]c2cc1C (stereo not given)	8	8	-1.5	-2	-2	-3	0	-4	-29
Cc1ccc(NC(=O)CN2CCN(C)CC2)cc1S(=O)(=O)N1CCOCC1	-7	3	-0.6	-3	10	-1	0	-2	13
O=C(NCCS(=O)(=O)N1CCCCCC1)c1ccccc1	0	4	-1.2	0	0	3	1	3	13
COc1ccc(Nc2cc(Nc3cccc(OC)c3)ncn2)cc1	6	12	0.2	-7	-9	-2	1	-3	-18
CCOC(=O)N1CCC(NC(=O)Cc2cn(C)c3ccccc23)CC1	-10	-4	1.1	-4	0	-4	1	1	-10
CS(=O)(=O)N(CC(=O)Nc1ccccc1C(=O)N1CCOCC1)c1cccc(F)c1	-1	-8	-0.3	-1	2	-3	1	4	-6

One compound at a time, as listed above.
CCOC(=O)N1CCC(NC(=O)Cc2cn(C)c3ccccc23)CC1 across the screens: M4 antag: -10; CHRM5 antagonist: -4; CRFBP-R2 agonist: 1.1; M5 PAM: -4; CHRM4 PAM: 0; M5 ag: -4; CHRM4 agonist: 1; M1 PAM: 1; CRFBP-R2 block: -10
CS(=O)(=O)N(CC(=O)Nc1ccccc1C(=O)N1CCOCC1)c1cccc(F)c1 across the screens: M4 antag: -1; CHRM5 antagonist: -8; CRFBP-R2 agonist: -0.3; M5 PAM: -1; CHRM4 PAM: 2; M5 ag: -3; CHRM4 agonist: 1; M1 PAM: 4; CRFBP-R2 block: -6

(next part)
SMILES	M4 antag	CHRM5 antagonist	CRFBP-R2 agonist	M5 PAM	CHRM4 PAM	M5 ag	CHRM4 agonist	M1 PAM	CRFBP-R2 block
COC(=O)/C=C1\NCCNC1=O	-11	-7	0.0	6	23	4	1	8	-4
Cc1cc(C)n(-c2nc3c(c(=O)[nH]c(=O)n3C)n2Cc2cccc(Br)c2)n1	-11	5	-1.9	-2	10	2	1	-4	9
Cc1ccc(S(=O)(=O)N2CCCC2)cc1[N+](=O)[O-]	3	2	-2.0	2	-6	-5	0	3	-6
CCCN1C(=O)/C(=C/c2ccc(C)o2)SC1=Nc1ccc(OC)cc1	-5	-7	4.5	8	-2	2	-1	13	3
O=C(NNS(=O)(=O)c1ccccc1[N+](=O)[O-])c1cccc(Br)c1	-1	2	0.8	1	0	1	1	-6	-1
COC(=O)Cc1ccc(NC(=O)c2ccc(C(C)(C)C)cc2)cc1	9	5	2.5	-4	-2	-15	3	2	-46
Cc1c(C(=O)N(Cc2cccc(Br)c2)C2CCS(=O)(=O)C2)oc2ccccc12 (stereo not given)	7	8	0.3	1	-4	3	8	-2	-10
COc1ccc([N+](=O)[O-])cc1NC(=O)CSCc1ccc(Br)cc1	-7	2	0.0	-6	4	-4	1	1	-4
Cc1ccc(-c2n[nH]c(=O)c3ccccc23)cc1S(=O)(=O)Nc1ccc(F)cc1	-1	13	-1.4	-16	-18	2	11	-8	-3
CC(C)N(C(=O)NC(=O)NCC1CCCO1)S(C)(=O)=O (stereo not given)	-7	1	-1.1	0	30	0	1	4	-1
NNC(=O)/C(=C/c1cccs1)NC(=O)c1ccccc1Cl	-2	12	-0.4	-7	-1	-3	10	0	-4
Cc1ccc(S(=O)(=O)C(CCC(=O)c2ccc(Cl)cc2)C(N)=O)cc1 (stereo not given)	9	2	0.4	-2	-8	-3	-2	6	-7
COc1ccc(CCNC2CC(=O)N(CCc3ccc(OC)c(OC)c3)C2=O)cc1OC (stereo not given)	5	-1	-0.3	-4	3	-4	2	9	13
Cc1ccc(/C=N/NC(=O)c2ccc3nc[nH]c3c2)o1	-1	-1	-0.2	-14	-10	4	10	-7	-6
O=C(c1cccc(N2C(=O)c3ccccc3C2=O)c1)N1CCCC(C(F)(F)F)C1 (stereo not given)	-2	2	-0.8	-1	1	-1	1	-1	3
COc1ccccc1NS(=O)(=O)c1cc(N/C(=N\S(=O)(=O)c2ccccc2)c2ccc(F)cc2)ccc1Cl	12	11	-1.8	-3	-11	-1	5	1	14
CCCCCCCCN1C(=O)N(C)C(N(O)C(=O)NC)C1(C)C (stereo not given)	5	-3	0.1	-6	4	-6	1	1	21
N#CCC(=O)Nc1ccc(C(=O)OC(C(=O)Nc2cc(C(F)(F)F)ccc2Cl)c2ccccc2)cc1 (stereo not given)	-11	-6	5.8	3	20	-2	0	8	-11
O=C1CC(C(=O)N2CCN(c3ccccn3)CC2)CN1Cc1ccccc1Cl (stereo not given)	7	5	-0.3	-6	-4	1	2	2	-1
CC(=O)Nc1c(O)nc(SCC(=O)Nc2nnc(CC(C)C)s2)[nH]c1=O	-1	-2	0.3	-1	2	-6	0	4	-1
COc1ccc(OC)c(N(CC(=O)O)S(=O)(=O)c2ccc(OC)c(OC)c2)c1	-8	-8	0.5	2	10	2	-1	3	5
O=C(CN1CCC(NC(=O)C2CC2)CC1)Nc1ccccc1[N+](=O)[O-]	-5	11	-1.5	-4	-2	-1	2	4	-4
Nc1nnc(N2CCCCC2)s1	-7	-9	0.4	5	3	1	3	10	-6
O=C1CN(C(=O)COC(=O)/C=C/c2ccc(F)cc2)c2ccccc2N1	-7	-1	0.3	11	6	-1	3	9	-13
Cc1nc2ccccc2c2oc(C(=O)N3CC(C)CC(C)C3)cc12 (stereo not given)	6	4	0.0	-1	0	1	5	-3	-13
Cc1ccc(N(C(=O)c2ccc3c(c2)OCO3)C2C=CS(=O)(=O)C2)cc1 (stereo not given)	13	0	-0.4	-1	-12	-1	0	2	6

Compounds were not picked by outcome. About 2.6% of those tested had a hit in this group.
